# High-throughput results: PubChem BioAssay, several laboratories
# Vif inh – HIV Vif self-association inhibitors, primary screen, imaging, HEK293T, single point; HEK293T cells, Vif self-association by quenched fluorescence, 24 h; inhibition, % at 7.49 µM; 340,000 compounds, 0.35% hits; AID 602346, 2012; in the data active = inhibition above about 50%, passing the limit was not always enough; note: some results filed as inactive read as strong as hits
# CaV13 FRET inh – Primary screen for inhibitors of IQ motif and Ca2+-dependent inactivation inhibitor domain binding in CACNA1D, Förster resonance energy transfer in living cells, …. HEK cells, CFP/YFP FRET ICDI-IQ, plate reader, 10 min; percent FRET-ratio fall versus neutral wells. inhibition, % at 12.3 µM. 340,000 compounds, 0.098% hits. AID 743397;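 active = mean replicate inhibition of at least 30% and at least 1% of replicates passing that level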;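 note: 0% = median of the neutral control wells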
# PDI inh – inhibitors of human PDI, primary screen, biochemical, turbidity, single point, plate reader | PDI insulin aggregation turbidity, A650, 90 min | inhibition, % at 10 µM | 350,000 compounds, 0.052% hits | AID 588391, 2011;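 active = mean inhibition across replicates of 30% or more, whatever share of single replicates reach that level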;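 note: absorbance from insulin aggregation driven by PDI reduction with DTT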
# Target sequence (P07237 whole entry, looked up): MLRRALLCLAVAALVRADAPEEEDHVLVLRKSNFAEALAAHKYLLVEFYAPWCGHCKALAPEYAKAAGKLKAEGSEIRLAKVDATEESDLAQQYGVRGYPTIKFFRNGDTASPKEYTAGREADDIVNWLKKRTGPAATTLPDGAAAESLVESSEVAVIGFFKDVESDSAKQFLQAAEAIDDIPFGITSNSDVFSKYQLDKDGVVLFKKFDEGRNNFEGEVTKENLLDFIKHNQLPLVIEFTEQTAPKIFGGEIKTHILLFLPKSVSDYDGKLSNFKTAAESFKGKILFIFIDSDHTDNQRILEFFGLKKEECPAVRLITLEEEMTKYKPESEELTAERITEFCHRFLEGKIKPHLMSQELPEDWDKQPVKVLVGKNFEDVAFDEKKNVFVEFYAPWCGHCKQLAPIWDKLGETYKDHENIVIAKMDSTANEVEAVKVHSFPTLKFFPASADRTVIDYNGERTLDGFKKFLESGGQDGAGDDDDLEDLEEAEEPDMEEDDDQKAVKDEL
# Cardio protect – cardioprotection against H2O2-induced cell death, primary screen, uHTS, H9c2 cells, ATPLite luminescence. H9c2 cardiomyocytes, H2O2 injury protection, 2 h. protection from H2O2 cell death, % at 20 µM. 360,000 compounds, 0.63% hits;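 active = compounds giving at least 50% protection of heart cells from peroxide-induced death in the single-dose screen, raw or plate-pattern-corrected value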;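 note: 0% = DMSO wells with peroxide and 100% = DMSO wells without peroxide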
# HTR2A ag – mouse Htr2a agonists via beta-arrestin recruitment, primary screen, cell-based, luminescence | CHO-K1 mHTR2A beta-arrestin complementation; percent of 30 µM serotonin response | activation, % at 7.6 µM | 360,000 compounds, 0.66% hits | AID 624169, 2012;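 active = activation above a run cutoff, the mean activation of all tested compounds plus 3 SD, cut at about 14% in these data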;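 note: 0% = plate median of compound wells and 100% = 30 µM serotonin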
# Target sequence (P35363 whole entry, looked up): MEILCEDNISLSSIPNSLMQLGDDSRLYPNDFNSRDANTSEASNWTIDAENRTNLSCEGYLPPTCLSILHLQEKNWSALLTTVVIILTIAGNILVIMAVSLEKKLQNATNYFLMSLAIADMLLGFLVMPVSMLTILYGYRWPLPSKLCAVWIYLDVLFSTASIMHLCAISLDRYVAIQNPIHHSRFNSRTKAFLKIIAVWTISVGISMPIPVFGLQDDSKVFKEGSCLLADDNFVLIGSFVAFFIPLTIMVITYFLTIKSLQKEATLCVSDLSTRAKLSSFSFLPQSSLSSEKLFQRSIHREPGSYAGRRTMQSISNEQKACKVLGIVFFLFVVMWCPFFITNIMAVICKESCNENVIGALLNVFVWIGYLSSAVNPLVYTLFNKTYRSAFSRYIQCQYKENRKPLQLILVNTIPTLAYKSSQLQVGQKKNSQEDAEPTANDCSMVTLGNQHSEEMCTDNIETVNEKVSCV
# aDG glyco act – activators of alpha-DG glycosylation, primary screen, uHTS, Pro5-aDG cells, AlphaScreen; 360,000 compounds, 0.22% hits; activation, % at 10 µM; alpha-DG glycosylation AlphaScreen (IIH6); 0% Pro5, 100% B10-LARGE cell signal; AID 624168, 2012;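 active = activation of at least 8% versus controls, or a plate z-score of at least 8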;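 note: Pro5 are CHO cells carrying HIG-tagged alpha-DG that lacks glycosylation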
# ABCB6 inh MLPCN – ABCB6 transporter inhibitors, primary screen, K562-ABCB6 cells, flow cytometry, MLPCN library | K562-ABCB6 porphyrin accumulation, 1 h; stronger effect = lower value | fluorescence ratio to DMSO, % at 10 µM | 360,000 compounds, 0.19% hits;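 active = fluorescence ratio to DMSO below 75%, the collection mean minus 3 SD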;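 note: signal is porphyrin accumulated inside mitochondria; 100% equals median channel fluorescence of DMSO control wells; lower ratio means ABCB6 inhibition with less porphyrin fluorescence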
# Exocytosis inh – LAMP-1 surface exposure blockers, TALL-104 cells – cell-based, flow cytometry, MLPCN library, primary screen; 360,000 compounds, 0.66% hits; inhibition, % at 10 µM; AID 651702, 2012; TALL-104 LAMP-1 surface exposure; cells stimulated with thapsigargin and PMA;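 active = inhibition above about 55%, limit read from the data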
# hiPSC survival – enhancers of single-cell hiPSC survival, primary screen, ATPlite luminescence; 100% = ROCK inhibitor wells, 0% = DMSO; survival enhancement, % at 20 µM; 360,000 compounds, 0.044% hits; AID 602274, 2012; in the data active = survival enhancement above about 18%;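 note: cells exposed to compounds for 16 hours before the ATP read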
# Glyco luc inh – increase of ERlucT glycosylation luciferase signal, primary screen, N-linked glycosylation inhibitor project, D54 ERlucT cells, luminescence, set 2; D54 ERlucT glycosylation luciferase reporter, 24 h; percent of 100 nM tunicamycin response; reporter increase, % at 12.5 µM; 360,000 compounds, 0.23% hits; AID 588692, 2011;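 active = mean luciferase reporter signal, scaled so untreated is 0 and the glycosylation-blocking control 100, at or above a set limit in every replicate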;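 note: luciferase carries N-glycosylation sites so blocking glycosylation raises the light; 0% = median of neutral control wells and 100% = median of 100 nM tunicamycin wells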
# Starred values were filed as active, the others as inactive; / = no result given.
SMILES,Vif inh,CaV13 FRET inh,PDI inh,Cardio protect,HTR2A ag,aDG glyco act,ABCB6 inh MLPCN,Exocytosis inh,hiPSC survival,Glyco luc inh
CC(C)c1ccccc1NC(=O)Nc1nnc([C@H]2C[C@H](O)[C@@H](CO)O2)s1,5.4,-10.9,-67.4,-0.8,1.1,0.3,98.0,-2.8,-0.8,2.3
Cc1ccc(OCCNC(=O)c2cccc(S(=O)(=O)N3CCN(C)CC3)c2)cc1,-6.4,-19.2,-58.4,0.6,-0.4,0.0,97.0,2.8,-0.7,0.0
CC(C#N)Sc1ncnc2sc(-c3ccccc3)cc12 (stereo unspecified),5.7,-4.4,-3.5,-1.9,-5.6,0.0,77.0,29.0,-0.5,-4.7
COC(=O)[C@@H](NC(=O)NCc1ccccc1F)C(C)C,2.0,-7.5,-5.5,-4.2,2.8,-0.1,102.0,1.2,-2.2,2.4
Cc1cccc(N2CC(C)Cn3c2nc2c3c(=O)[nH]c(=O)n2C)c1 (stereo unspecified),-12.4,-5.1,-4.7,-5.1,-10.0,0.0,95.0,-8.7,0.3,6.9
COc1ccc(NC(=O)CSc2nc3n[nH]c(C)c3c(=N)n2-c2ccc(Cl)c(C)c2)cc1OC,12.4,/,-0.8,0.7,6.5,-0.1,95.0,0.0,-0.6,-2.3
CN(C)S(=O)(=O)c1ccc2c(c1)C(=O)c1cc(S(=O)(=O)N(C)C)ccc1CC2,-1.2,-2.1,4.2,-7.8,-3.5,-0.7,94.0,4.1,1.1,2.4
O=C(CNC(=O)c1ccccc1Br)N/N=C/c1ccccc1O,3.5,-0.1,-2.7,36.5,-3.0,0.6,101.0,0.2,0.5,-2.1
Cc1nc(SCc2ccc(Cl)cc2)ncc1C(=O)O,12.0,-4.8,-1.6,-3.2,8.6,0.1,110.0,-0.3,0.4,1.1
FC(F)(F)c1cccc(N2CCCCC2)c1,6.8,-10.1,/,1.9,1.1,0.0,98.0,-0.8,3.4,-1.9
CCOc1ccccc1Nc1nnc(SCC(=O)NC(=O)c2cccn2C)s1,/,1.3,-30.1,6.5,-0.2,-0.4,96.0,2.1,0.0,3.4
CC(Sc1nc(N2CCOCC2)nc(N2CCOCC2)n1)C(=O)Nc1ccccc1 (stereo unspecified),-0.2,-5.5,0.1,-0.6,-10.1,-0.1,97.0,-1.3,-1.1,0.6

# Copied from the list:
# For HTR2A ag, CC(C)c1ccccc1NC(=O)Nc1nnc([C@H]2C[C@H](O)[C@@H](CO)O2)s1 is listed with 1.1
# For Vif inh, COc1ccc(NC(=O)CSc2nc3n[nH]c(C)c3c(=N)n2-c2ccc(Cl)c(C)c2)cc1OC is listed with 12.4

# 4 entries already listed, ordered by their value in HTR2A ag, falling:
SMILES	Vif inh	CaV13 FRET inh	PDI inh	HTR2A ag	aDG glyco act	ABCB6 inh MLPCN	Exocytosis inh	Glyco luc inh
Cc1nc(SCc2ccc(Cl)cc2)ncc1C(=O)O	12.0	-4.8	-1.6	8.6	0.1	110.0	-0.3	1.1
COC(=O)[C@@H](NC(=O)NCc1ccccc1F)C(C)C	2.0	-7.5	-5.5	2.8	-0.1	102.0	1.2	2.4
CN(C)S(=O)(=O)c1ccc2c(c1)C(=O)c1cc(S(=O)(=O)N(C)C)ccc1CC2	-1.2	-2.1	4.2	-3.5	-0.7	94.0	4.1	2.4
CC(C#N)Sc1ncnc2sc(-c3ccccc3)cc12 (stereo unspecified)	5.7	-4.4	-3.5	-5.6	0.0	77.0	29.0	-4.7

# More compounds follow:
SMILES,Vif inh,CaV13 FRET inh,PDI inh,Cardio protect,HTR2A ag,aDG glyco act,ABCB6 inh MLPCN,Exocytosis inh,hiPSC survival,Glyco luc inh
CC(NC(=O)c1cccc(S(=O)(=O)N2CCc3ccccc3C2)c1)c1ccco1 (stereo unspecified),2.0,-5.8,-6.7,-5.3,6.2,0.1,99.0,-0.6,-0.4,0.7
CC(=O)N(c1cccc(C)c1)C1SC(=O)N(c2ccccc2)C1=O (stereo unspecified),7.3,-2.2,-1.7,8.7,-3.2,-0.1,88.0,1.1,-1.1,2.0
CC1OC(CCc2cccc(Cl)c2)Cc2[nH]c(=S)[nH]c(=O)c21 (stereo unspecified),/,-4.7,/,/,-1.6,0.0,118.0,21.8,1.0,/
COCCCNCCOCCOc1ccc(C)cc1[N+](=O)[O-],7.4,-5.0,-4.7,-0.1,-2.6,-0.1,99.0,1.1,-2.7,1.2
O=C(CN(c1ccc(F)cc1)S(=O)(=O)c1ccccc1)Nc1ccccc1C(=O)O,11.6,-0.4,10.6,-0.9,-0.8,0.2,101.0,-2.4,-1.6,-0.8
Cc1cccc(-c2nc(Nc3ccc(N4CCOCC4)cc3)c3ccccc3n2)c1,-3.3,-18.9,-4.6,13.0,-2.6,-0.7,91.0,3.7,-1.5,-12.9
Cc1c(C(=O)N2CC3(CC(c4cccc(NC(=O)[C@H]5CCC(=O)N5)c4)=NO3)C[C@@H]2C(N)=O)cc([N+](=O)[O-])cc1[N+](=O)[O-] (stereo partly specified),1.1,-5.2,2.9,-2.7,-2.8,0.2,95.0,31.4,-0.7,4.0
O=C(COC(=O)C1=COCCO1)Nc1ccc([N+](=O)[O-])cc1C(F)(F)F,3.8,-3.1,-10.4,1.7,5.2,0.2,98.0,5.5,-0.3,-0.6
COc1ccccc1NC(=S)NCc1ccc(F)cc1,-4.2,21.9,9.5,-0.2,2.8,-0.1,92.0,2.4,-0.6,1.1
C=CCN(CC=C)C(=O)CN1C(=O)NC(C)(c2ccc3cc(OC)ccc3c2)C1=O (stereo unspecified),30.6,-18.3,0.1,-5.5,-2.7,-0.1,96.0,-10.0,-0.6,18.7
O=C(COC(=O)/C=C/c1ccccc1[N+](=O)[O-])NNC(=O)c1ccc(F)cc1,5.2,-4.7,4.8,0.5,2.9,0.0,91.0,-1.0,-0.3,2.1
CCN(CC)S(=O)(=O)c1cccc(-c2n[nH]c(=S)n2CC(C)C)c1,-5.5,-1.9,-1.3,10.7,-1.9,0.6,100.0,4.0,-1.4,1.4
O=C(NCCN1CCCC(O)C1)c1cc(COc2c(F)cccc2F)on1 (stereo unspecified),-8.2,-5.1,-9.2,2.2,-0.1,0.0,95.0,0.8,-0.3,1.7
O=C1C(C=NCCN2CCOCC2)=C(O)c2ccccc21,-1.9,-4.3,-1.4,-14.3,1.6,0.2,103.0,2.4,-0.5,-5.2
COc1ccc(CNc2ccc(C)cc2)cc1Br,20.0,-5.3,2.5,5.0,-0.7,0.5,98.0,-0.1,-2.2,-0.6
COc1ccc(C(=O)NCC(=O)NCC(=O)OCC(=O)c2ccc(C)cc2)cc1,5.6,-9.4,1.4,5.1,-3.9,-0.2,97.0,-2.8,1.0,2.2
Cc1noc(C)c1-c1nc(CS(=O)(=O)c2ccc(Cl)cc2)no1,-7.9,-2.4,2.2,8.5,4.7,-0.1,96.0,-1.3,-0.6,0.6
O=C(NC(=S)Nc1ccc(Br)cc1F)C1CCCCC1,9.3,-2.8,4.3,-7.4,3.8,-0.1,96.0,-9.8,0.4,0.7
CCCOC(=O)CSC1=C(C#N)C(c2ccccc2OC)C(C#N)C(=O)N1 (stereo unspecified),-15.7,-1.0,-7.8,4.0,2.2,0.1,110.0,-2.0,-3.6,0.0
COc1ccccc1-n1c(=O)c(C#N)c(-c2ccc([N+](=O)[O-])cc2)c2cc(C(=O)c3cc(F)ccc3O)cnc21,0.0,-8.6,-0.6,6.9,0.2,-0.2,102.0,-1.1,-0.6,0.3
CC(C)Sc1nc2c([nH]1)c(=N)ncn2Cc1ccccc1,-5.5,-4.8,0.0,4.4,-5.7,0.2,89.0,-4.0,-1.2,-0.5
CC(C)(C)c1ccc(C(O)c2ncc(-c3ccccc3F)[nH]2)cc1 (stereo unspecified),-1.0,-2.0,-11.9,-10.7,6.1,0.0,93.0,3.7,-0.3,-0.5
CN(C)/C=N/c1c(C#N)cnn1-c1ncnc2sc(-c3ccccc3)cc12,5.6,-5.5,-1.9,12.1,3.7,0.2,102.0,25.0,6.1,-3.2
O=C(c1cnn(-c2ccccc2)c1)c1cc(Br)ccc1O,-3.0,-5.2,-4.2,-4.6,3.9,-0.2,102.0,-1.0,8.9,-0.5
Cc1ccc(S(=O)(=O)Nc2ccc3ncccc3c2[N+](=O)[O-])cc1,2.5,-7.4,4.7,-4.7,-5.0,0.0,97.0,-6.0,5.5,-0.7
COc1ccc(CNC(=O)[C@@H](NC(=O)C2CCN(C(=O)[C@@H](N)CC(C)C)CC2)C(C)C)cc1,-26.8,/,/,2.3,0.2,0.2,103.0,-6.5,4.7,-1.3
O=C(Nc1ccc(S(=O)(=O)Nc2ncccn2)cc1)c1ccc(F)c(S(=O)(=O)N2CCOCC2)c1,-10.0,-6.0,5.6,5.8,2.0,-0.1,94.0,1.0,0.5,1.4
CC(=O)c1ccc(N2CCN(C(=O)C3CCCN3S(=O)(=O)c3cccc4nsnc34)CC2)cc1 (stereo unspecified),-5.6,-2.2,-2.5,2.5,1.1,0.1,84.0,-6.8,1.8,1.5
COc1ccc(CC(=O)NNC(=S)NCC2CC2)cc1OC,14.3,-5.3,3.4,-7.7,0.0,0.3,97.0,0.9,0.6,0.4
CCOC(=O)C1(C(=O)OCC)C(c2ccccc2)CC(O)N1C(C)=O (stereo unspecified),9.2,-4.7,2.7,-0.7,5.1,-0.3,103.0,-1.3,0.1,0.1
COc1ccccc1Nc1nnc(Cc2ccccc2)c(=O)[nH]1,-0.4,5.2,4.4,-1.2,-0.3,-0.8,107.0,-1.5,-0.5,1.1
CN(CCc1cn[nH]c1)C(=O)CC1C(=O)NCCN1Cc1ccccc1C(F)(F)F (stereo unspecified),-1.5,4.1,-15.1,-5.3,-0.4,0.3,106.0,4.0,0.3,1.0
CCOC(=O)Nc1ccc2c(COC(=O)CN(C)S(=O)(=O)c3ccc(C)cc3)cc(=O)oc2c1,-1.9,-2.4,-2.2,-8.9,0.0,-0.1,96.0,0.4,-0.6,0.9
Cc1ccccc1CN(C)C(C)C(=O)Nc1ccccc1F (stereo unspecified),5.5,3.2,-1.3,-0.9,-1.6,0.2,102.0,-1.6,-1.0,-2.0
CCN(CC(=O)Nc1ccccc1C(F)(F)F)CC(=O)c1[nH]c(C)c(C(C)=O)c1C,-7.1,-11.1,2.4,-10.2,8.3,-0.2,79.0,-1.6,-1.3,-1.2
Cc1nnc(SCc2ccc(C(=O)O)cc2)s1,/,-5.1,5.0,-1.9,3.8,-0.3,90.0,-1.8,-2.6,/
COC(=O)[C@@]1(Cc2ccc(F)cc2)[C@H]2c3cc(C(=O)N4CCCC4)n(Cc4ccc(OC(F)(F)F)cc4)c3C[C@H]2CN1C(=O)c1ccccc1,/,-7.2,/,/,1.1,0.1,95.0,6.0,0.3,/
Cc1cc(C)n(CC(=O)N/N=C/c2ccco2)n1,11.1,-5.5,-35.5,2.8,-0.8,-0.3,95.0,-2.2,0.0,2.8
O=C(OCCN1CCCC1=O)c1cncc(Br)c1,-10.8,-6.9,1.4,3.9,2.5,0.0,101.0,0.3,1.8,0.3
COc1cc(/C=C2/C(=N)N3N=C(C)SC3=NC2=O)ccc1OS(=O)(=O)c1ccc(C)cc1,-16.5,-6.2,-2.2,-3.2,-4.7,0.0,96.0,5.7,1.0,-0.9
